Screening data (PubChem)
ELG1 DNA repair: blocks ELG1-dependent DNA repair in HEK293T cells; HEK293T ELG1-luciferase reporter, luminescence, 16 h; DNA damage induced by 5-fluorouridine; Potency, µM (series often up to 46.1 µM), for inactives: top-dose activity change, negative = inhibition, most hits filed as inhibitors; 330,000 tested, 2.3% active; AID 504467; further: potency means the concentration at half of the fitted maximal effect; on the % scale 0 is the no-effect control and ±100 the full control effect; nearly all actives have a fitted effect of over 55% in size
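HEK293T cells expressing luciferase-tagged ELG1 (2,000/well) received 5-Fluorouridine plus compound or DMSO for 16 hr at 37 °C. Luciferase was read by ONE-Glo luminescence after 30 min at room temperature.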
TSG101-PTAP inh: blocks PTAP/TSG101 interaction to inhibit HIV-1 budding; Q99816; Fluorescence polarization, FITC-PTAP peptide / Tsg101 binding; Potency, µM (titrated, usually from 115 µM), inactives show top-dose activity change, negative = inhibition, actives largely listed as inhibitors; 340,000 tested, under 10 active; AID 493005; active means well fitted inhibition curve with a large enough effect in the main read-out, with a control signal flat, not every such curve was filed as active; inconclusive means small, poorly fitted or top-dose-only effect, or effect the other way, or a change in a side signal; inactive means no such curve, though single readings can be large or run the other way; further: potency means the concentration at half of the fitted maximal effect; % of control where 0% means no effect
Target sequence (Q99816 whole entry, looked up): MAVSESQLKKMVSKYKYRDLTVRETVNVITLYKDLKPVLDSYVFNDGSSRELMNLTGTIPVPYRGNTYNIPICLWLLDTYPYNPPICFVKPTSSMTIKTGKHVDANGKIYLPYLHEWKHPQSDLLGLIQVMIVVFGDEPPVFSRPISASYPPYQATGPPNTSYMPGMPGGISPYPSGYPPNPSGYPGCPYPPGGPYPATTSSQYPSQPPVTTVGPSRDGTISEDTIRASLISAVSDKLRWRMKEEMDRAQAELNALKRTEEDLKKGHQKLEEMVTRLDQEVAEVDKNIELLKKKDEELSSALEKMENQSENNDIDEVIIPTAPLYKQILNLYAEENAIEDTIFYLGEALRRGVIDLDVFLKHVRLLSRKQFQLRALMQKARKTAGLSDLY
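Steps: Tsg101 binding domain dispensed (10 uM final), compounds pinned in DMSO, FITC-labeled PTAP-motif peptide added (50 nM final); after 20 min binding at room temperature, polarization measured.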
Integrin act MD: integrin-mediated muscular dystrophy alleviation activation | alpha7betagal myoblasts, beta-gal FDG fluorescence, 48 h | Potency, µM (top dose mostly 38.3 µM), for the others: at the top dose activation, actives largely listed as activators | 350,000 tested, 0.064% active;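 further: potency means the concentration at half of the fitted maximal effect; 100% = response of the positive control SU9516; nearly all actives have a fitted effect of over 60% in size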
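Alpha7betagal+/- myoblasts (passage 13) were plated 16-24 hr, then exposed to compounds (1:260 dilution of DMSO stock) for 48 hours at 37C. After MPER lysis, β-galactosidase reporter activity was read as FDG fluorescence (ex 480/em 540) after 30 minutes.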
Chronic BCR inh: blocks chronic active B-cell receptor signaling | ABC-DLBCL IkBa-CBG/CBR reporter, luminescence ratio, 4 h | Potency, µM (titrated, usually from 46.1 µM), for the others: at the highest dose ratio change, negative = lower green/red ratio, actives largely listed as inhibitors | 340,000 tested, 0.05% active; active means well fitted inhibition curve with a large enough effect in the signal ratio, with a control signal flat, not every such curve was filed as active; inconclusive means small, poorly fitted or top-dose-only effect, or effect the other way, or a change in a side signal; the % refers to the signal ratio;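 further: potency means the concentration at half of the fitted maximal effect; plate controls were basal doxycycline-induced cells for no effect and cells given 10 µM MG132 for full effect; MG132 reads +100%, hits lower the ratio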
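TMD8 ABC-DLBCL cells carrying doxycycline-inducible green luciferase fused to IkappaBalpha plus unfused red luciferase were exposed to compounds (up to 46 uM) for 4 hrs at 37C. Activity came from the overlap-corrected green/red luminescence ratio.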
ASM inhibitor: human S-ASM enzyme inhibition; P17405; placental ASM, HMU-PC fluorogenic substrate, 60 min; Potency, µM (titrated, usually from 57.5 µM), inactives show at the top dose activity change, negative = inhibition, most hits filed as inhibitors; 340,000 tested, 0.006% active; further: potency means the concentration at half of the fitted maximal effect
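Steps: dispense placental human ASM, pin compound, wait 10 min at room temperature, add HMU-PC0 substrate at 9 uM final, incubate 60 min at 37 °C, add stop solution raising pH to 10, read fluorescence.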
Mito fusion yeast: mitochondrial division inhibition or fusion activation; S. cerevisiae fusion-defective mutant growth rescue, CellTiterGlo 48 h; 320,000 tested, 0.23% active; Potency, µM (series often up to 46.1 µM), inactives show at the top dose growth rescue (activation), usual class: activators; AID 485298;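 further: potency means the concentration at half of the fitted maximal effect; % of control where 0% means no effect; nearly all actives have a fitted effect of over 45% in size; temperature-sensitive fusion mutants such as fzo1-1 at 37 °C on non-fermentable ethanol glycerol medium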
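Read-out: ATP-based luminescence (CellTiterGlo, 10 min ambient) reporting growth of fusion-defective ts yeast after 48 hours at 37C on glycerol/ethanol YPEG medium in the presence of compound.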
TCR activator: T cell receptor activation. primary human leukocytes, anti-CD3, IL-2 HTRF, 48 h. Potency, µM (titrated, usually from 9.22 µM), for inactives: at the top dose activation of IL-2 secretion, usual class: activators. 330,000 tested, under 10 active; further: % of control where 0% means no effect
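Using a-CD3 beads without co-stimulation, primary human leukocytes were exposed to compounds for 48 hr. An HTRF IL-2 kit measured the cytokine, with europium-to-d2 energy transfer producing emission at 665nm upon 320nm excitation.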
Eya2 inh: blocks the phosphatase activity of human Eya2; O00167; recombinant Eya2, OMFP fluorescence dephosphorylation (OMFP is methylfluorescein phosphate); Potency, µM (top dose mostly 76.9 µM), for the others: top-dose activity, negative = inhibition, most hits filed as inhibitors; 330,000 tested, 0.006% active; further: potency means the concentration at half of the fitted maximal effect; on the % scale 0 is the no-effect control and ±100 the full control effect
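Eya2 protein (added as 0.2 uM solution) was preincubated with compound for 10 min at ambient temperature in 50 mM HEPES pH 7.5, 50 mM NaCl, 5 uM MgCl2, 0.05% BSA, 1 mM DTT. OMFP (added at 50 uM) then reacted 10 min; fluorescence read at 485/525 nm.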
AT treatment: potential ataxia-telangiectasia treatments restoring KAP-1 phosphorylation | […] A-T fibroblasts, KAP-1 phosphorylation AlphaLISA; neocarzinostatin DNA damage 30 min before lysis | Potency, µM (highest dose often 57.5 µM), inactives show at the top dose activation, usual class: activators | 320,000 tested, 0.19% active | AID 485349; further: potency means the concentration at half of the fitted maximal effect; % of control where 0% means no effect; nearly all actives have a fitted effect of over 45% in size
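hTERT-immortalized A-T patient fibroblasts ([…]), 500 cells/well in OPTI-MEM, 1% FBS, got compounds for 60 min, then NCS for 30 min at 37C. Lysates were then assayed for phospho-KAP-1 by AlphaLISA (anti-pKAP1 donor, anti-KAP1 acceptor beads), 6 hr at 25C.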
TSHR antag: antagonists of human thyroid stimulating hormone receptor; P16473; TSHR-expressing cells, TSH-stimulated cAMP HTRF, 2 h; active compounds read low; activity change, negative = inhibition, % at 11.5 µM; 330,000 tested, 0.2% active;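 active means activity change below a set negative limit, meaning inhibition stronger than a set level, cut at about -70% in these data; inconclusive means activity change between two set negative limits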; further: on the % scale 0 is the no-effect control and ±100 the full control effect
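TSHR-expressing cells were treated with compounds, then stimulated with TSH at EC80 (4nM final) for 2 hours at 37 deg C. Cellular cAMP was measured by HTRF competition between lysate cAMP and cAMP-d2 for a cryptate-labelled anti-cAMP antibody.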
Tb PFK block: blocks T. brucei phosphofructokinase | Potency, µM (highest dose often 57.5 µM), inactives show at the highest dose activity, negative = inhibition, most hits filed as inhibitors | 330,000 tested, 0.17% active | T. brucei PFK, ADP-Glo luminescence | AID 485367 | O15648;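 further: potency means the concentration at half of the fitted maximal effect; 0% = uninhibited 1x PFK enzyme wells and -100% = no-enzyme wells; nearly all actives have a fitted effect of over 60% in size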
Target sequence (O15648 whole entry, looked up): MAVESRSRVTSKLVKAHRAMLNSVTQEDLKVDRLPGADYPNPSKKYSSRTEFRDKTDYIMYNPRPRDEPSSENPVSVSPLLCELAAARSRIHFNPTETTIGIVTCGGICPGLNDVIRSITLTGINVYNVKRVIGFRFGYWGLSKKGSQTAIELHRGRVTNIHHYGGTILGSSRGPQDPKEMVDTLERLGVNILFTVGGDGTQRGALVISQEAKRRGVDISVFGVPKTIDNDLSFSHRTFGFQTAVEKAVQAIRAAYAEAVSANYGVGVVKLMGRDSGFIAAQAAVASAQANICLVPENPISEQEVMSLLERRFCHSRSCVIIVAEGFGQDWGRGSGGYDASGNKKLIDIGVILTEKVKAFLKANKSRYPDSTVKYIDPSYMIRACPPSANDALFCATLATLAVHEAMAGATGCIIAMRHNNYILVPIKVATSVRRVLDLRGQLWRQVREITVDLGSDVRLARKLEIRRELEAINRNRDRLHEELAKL
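Luminescent ADP detection (ADP-Glo, two-step: ATP depletion then ADP-to-ATP conversion for luciferase) reported PFK activity after 45 min room-temperature reaction of 1.25 nM enzyme with 0.5 mM F6P and 0.1 mM ATP at pH 8.0.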
* marks the source's active call; other numbers are inactive results; ? = inconclusive; . = no result given; [ ] = another dose, or the depositor's remark. Unless noted, the call rests on the fitted dose curve; in most records, active means well fitted curve in the direction sought with a large enough effect; inconclusive means small, poorly fitted or top-dose-only effect, or another doubt; inactive means no such curve, though single readings can be large; an effect the other way counts as inactive or inconclusive.

Values run as follows: ELG1 DNA repair	TSG101-PTAP inh	Integrin act MD	Chronic BCR inh	ASM inhibitor	Mito fusion yeast	TCR activator	Eya2 inh	AT treatment	TSHR antag	Tb PFK block
> O=C(c1ccc(S(=O)(=O)c2ccccc2Cl)c([N+](=O)[O-])c1)N1CCCCCC1
    ?	1%	-53%[inhibitor]	-1%	-1%	8%	-3%[46.1 µM]	-7%	0%	-2	8%
> COc1ccccc1C(NC(=O)CC(C)C)c1c(O)ccc2ccccc12 (stereo not drawn)
    -8%	1%	18%	7%	10%	2%	-1%	-13%	6%	-8	2%
> COc1ccc(CNC(=O)C2=CC(c3ccc(OC)cc3)=NS(=O)(=O)N2C)cc1
    11%	-1%	17%	-4%	9%	9%	4%	-5%	5%	-13	0%
> CCC1(CC)Cc2ccccc2-c2nc3ccccc3c(=O)n21
    2%	-8%	-13%	16%	-5%	7%	-6%	0%	13%	-37	-1%
> COCCCNC(=S)NC1CC2CCCC(C1)N2Cc1cccs1 (stereo not drawn)
    2%	-7%	-19%	14%	1%	-7%	0%	12%	-3%	33	0%
> COc1ccc(-c2nn3c(COc4ccccc4)nnc3s2)cc1OC
    -31%	-6%	7%	-2%	-6%	23%	5%	-6%	4%	39	3%
> CCOc1ccccc1N1CC(C(=O)N(CC)C2CCS(=O)(=O)C2)CC1=O (stereo not drawn)
    2%	-3%	0%	6%	5%	.	-2%	2%	-3%	-11	0%
> C/C(N)=C(/C#N)C(=O)COC(=O)CC12CC3CC(CC(C3)C1)C2
    -2%	-11%	-25%	14%	-4%	15%	-17%	-3%	3%	-23	-6%
> CC1CN(c2nc3ccccc3nc2C(C#N)C(=O)NC2CCCCC2)CC(C)O1 (stereo not drawn)
    0%	.	.	3%	.	8%	.	?	25%	6	0%
> CCCS(=O)(=O)c1snnc1C
    -3%	-1%	6%	?	-1%	2%	-4%	2%	6%	-5	-1%
> CC1C(=O)NN=C1C(=O)N/N=C\c1ccc(O)cc1O (stereo not drawn)
    11%	-1%	20%	?	24%	-7%	8%[46.1 µM]	-3%	-10%	-3	-27%
> CCc1ccccc1NC(=O)CN1CCN(C(=O)CN2C(=O)NC3(CCCCC3C)C2=O)CC1 (stereo not drawn)
    -4%	-2%	?	0%	1%	-2%	9%	0%	11%	0	-1%
> COc1ccccc1-c1nc(-c2ccccc2)nc(N2CCN(C)CC2)c1C#N
    21µM*	-1%	-57%	-9%	-2%	-8%	1%	-6%	4%	-9	-1%
> COc1ccc(/C=N/NC(=O)CCNc2n[nH]c(=O)[nH]c2=O)c(OC)c1
    0%	-6%	-18%	?	-2%	-1%	9%	3%	8%	32	1%
> Cc1ccc(-n2ncc(C(=O)NC3CC3)c2C2CCN(C(=O)OC(C)(C)C)CC2)c(C)c1
    1%	-6%	0%	6%	2%	6%	1%	-11%	-2%	27	-6%
> Cc1ccccc1NC(=O)CN(C)S(=O)(=O)c1cccc2cccnc12
    -16%	-4%	-17%	-1%	0%	-1%	0%	-1%	12%	11	0%
> O=C(/C=C/c1ccc(F)cc1)N1CCCN(C(=O)/C=C/c2ccc(F)cc2)CC1
    -12%	-3%	-6%	?	-2%	5%	-3%[46.1 µM]	1%	-3%	22	-15%
> O=C(CC(=O)Nc1ccc(Cl)cc1)N/N=C\c1cccc(F)c1
    9%	-3%	33%	8%	4%	5%	-9%	-3%	9%	8	0%
> CCOC(=O)C1=C(C)NC2=C(C1c1ccc([N+](=O)[O-])cc1)S(=O)(=O)c1ccccc12 (stereo not drawn)
    10µM*	-1%	-2%	?	?	2%	-1%	11%	-2%	37	0%
> Cc1cccc(CSc2nncc(=O)[nH]2)c1
    1%	-2%	14%	4%	-3%	3%	-20%	7%	-7%	3	11%
> O=C(NC(=O)c1ccccc1F)Nc1nc(-c2cccs2)cc(C(F)(F)F)n1
    ?	-1%	-22%	1%	-8%	11%	-9%	-6%	1%	0	-6%
> O=C(NC1CCCC1)c1ccc2nc(-c3ccco3)c(-c3ccco3)nc2c1
    ?	-4%	39%	16%	324%[activator]	4%	2%	-8%	-4%	-12	-3%
> COc1ccc2c(c1OC)CCC2=O
    23%	-8%	-24%	0%	-3%	-1%	-3%[46.1 µM]	1%	3%	5	1%
> O=C(C1=C(O)C(=O)N(CCOCCO)C1c1ccccn1)c1cccs1 (stereo not drawn)
    0%	0%	35%	0%	-4%	-2%	-2%	0%	-11%	-4	2%
> CCN(C[C@H]1N[C@@](C)(C(=O)OC)[C@H]2C(=O)N(Cc3ccccc3)C(=O)[C@@H]12)S(=O)(=O)c1ccc(C)cc1
    1%	0%	-30%	2%	-2%	.	15%	-33%	13%	0	10%
> CCOC(=O)C1(S(=O)(=O)c2ccccc2)CCN(Cc2ccc(Cl)cc2)CC1
    ?	0%	-18%[7.66 µM]	9%	-3%	9%	-1%	-15%	11%	6	0%
> CCOc1ccc(NC(=O)c2ccc(NC(=O)CSc3nc4ccccc4c(=O)[nH]3)cc2)cc1
    ?	1%	-15%	0%	-3%	-7%	-24%	-11%	1%	-1	-4%
> C/C(N)=C(/C#N)C(=O)CSc1nnc(-c2ccccc2Br)o1
    ?	-5%	20%	2%	0%	-1%	-3%	9%	0%	9	-2%
> COc1ccc(N(CC(=O)N2CCC(C(N)=O)CC2)S(=O)(=O)c2ccccc2)cc1
    7%	-1%	14%	-2%	-3%	1%	-5%	0%	6%	-10	3%
> COc1cc2c(cc1OC)CN(Cc1nc3ccsc3c(=O)[nH]1)CC2
    -12%	-5%	13%	?	33%[activator]	0%	2%	-14%	.	7	?
> CCNC(=O)NC(=O)C(C)OC(=O)C(C)(C)Oc1ccc(Cl)cc1 (stereo not drawn)
    3%	0%	-12%	-21%	-3%	10%	.	12%	0%	6	1%
> COc1cc(NC(=O)c2ccc3c(c2)OCO3)ccc1NC(=O)c1cccs1
    ?	-1%	?	?	-1%	2%	-9%	-5%	4%	-1	16%

Molecules from the list above that have an aryl thioether with sulfur outside any ring, in the order listed:
Values run as follows: ELG1 DNA repair	TSG101-PTAP inh	Integrin act MD	Chronic BCR inh	ASM inhibitor	Mito fusion yeast	TCR activator	Eya2 inh	AT treatment	TSHR antag	Tb PFK block
> Cc1cccc(CSc2nncc(=O)[nH]2)c1
    1%	-2%	14%	4%	-3%	3%	-20%	7%	-7%	3	11%
> CCOc1ccc(NC(=O)c2ccc(NC(=O)CSc3nc4ccccc4c(=O)[nH]3)cc2)cc1
    ?	1%	-15%	0%	-3%	-7%	-24%	-11%	1%	-1	-4%
> C/C(N)=C(/C#N)C(=O)CSc1nnc(-c2ccccc2Br)o1
    ?	-5%	20%	2%	0%	-1%	-3%	9%	0%	9	-2%
